Screening data: PubChem BioAssay, several laboratories
INS promoter inh – TRM-6 insulin promoter activity inhibition. inhibition, % at 2 µM. TRM-6 cells (human fetal islet line), insulin promoter-eGFP reporter, imaging; reporter expression induced with tamoxifen. AID 1273. 130,000 compounds, 0.9% hits;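 active means inhibition above the mean plus 3 SD, with well images judged a real hit on visual review, cut at about 60% in these data, passing the limit was not always enough; inconclusive means inhibition over the cutoff but images rejected on review; inactive means inhibition not above the cutoff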
SDO1 yeast rescue – sdo1-depleted yeast growth rescue. S. cerevisiae sdo1-depleted JHY4D growth rescue, OD600 30 h; active compounds read high; pdr5 snq2 efflux-pump mutant strain. 140,000 compounds, 0.21% hits. z-score at 10 µM;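 active means z-score above 3 at both the 24 hr and the 30 hr optical density reads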;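 further: z-score against mean and SD of all compound wells on the same plate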
SDO1 yeast rescue Rescue 24 h – recorded beside SDO1 yeast rescue, whose call it bears; z-score; S. cerevisiae sdo1-depleted JHY4D growth rescue, OD600; measured here: growth rescue at 24 h;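 0 is the plate mean of compound wells and units are plate SD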
* marks the source's active call; other numbers are inactive results; u = inconclusive; x = no result given. Only part of the results is shown, so the mix of outcomes need not match the whole.

Below each SMILES: INS promoter inh | SDO1 yeast rescue | SDO1 yeast rescue Rescue 24 h
Cc1cc(NC(=O)COC(=O)c2ccc(NS(=O)(=O)c3ccc(C)c(C)c3)cc2)no1
→ 0.0 | 0.04 | 0.33
Cc1cc(C)c(S(=O)(=O)Nc2ccc(O)cc2)cc1C
→ -41.7 | 1.18 | -0.33
Nc1ccccc1SCC(=O)N1CCc2ccccc21
→ x | -0.84 | -0.71
CCOC(=O)[C@H]1CCC[C@@H](NS(=O)(=O)c2ccc(NC(C)=O)cc2)C1
→ -54.3 | 1.1 | 1.27
Cc1cccc(CS(=O)(=O)Cc2ccc(C(=O)NCCN3CCCCC3C)o2)c1 (configuration not stated)
→ -35.7 | 1.92 | 2.42
COc1ccccc1N1C(=O)CC(N2CCc3ccccc32)C1=O (configuration not stated)
→ -18.4 | 0.62 | 0.27
Cc1ccccc1C(=O)NC(=S)Nc1ccc(Oc2ccc(Cl)cc2)cc1
→ -13.3 | -0.38 | 0.32
Fc1ccc(CSc2ccc3nnc(-c4cccs4)n3n2)cc1
→ x | 0.69 | 0.6
CCOc1ccccc1-c1nc(-c2cc3ccc(C)cc3[nH]c2=O)no1
→ -52.6 | -2.17 | -1.14
O=C(c1ccc(Cl)cc1)c1cnc(Nc2ccccc2)s1
→ 50.0 | -0.66 | -0.08
Cc1ccc(Cl)c(NC(=O)COC(=O)c2ccccc2C(=O)c2ccc(Cl)c([N+](=O)[O-])c2)c1Cl
→ -53.3 | -1.37 | 0.41
NC(=S)Nn1c(CCC(=O)O)ccc1-c1ccccc1
→ 2.7 | 1.35 | 1.59
Cc1ccc(Sc2ccc(NC(=O)CCl)cc2)c(C)c1
→ 54.3 | -1.72 | -1.39
O=C(Nc1nc(-c2cc(Cl)sc2Cl)cs1)c1ccccc1
→ -37.9 | -1.05 | -0.98
Cc1cc(N2CCN(c3nc(N4CCOCC4)nc4ccccc34)CC2)c2ccccc2n1
→ 0.0 | x | x
O=C(Nc1ccc(Oc2ccccc2)cc1)c1cnc2n(c1=O)CCS2
→ x | -1.52 | -1
O=C(NNc1cccc(Cl)n1)Nc1ccc(Cl)cc1
→ -5.4 | -0.59 | -1.27
COc1ccccc1N1CCN(C(CNC(=O)C2CCCCC2)c2cccnc2)CC1 (configuration not stated)
→ 10.0 | -0.05 | -0.62
COC(=O)c1ccc(CN(C)S(=O)(=O)c2ccc(C)cc2)o1
→ x | -0.78 | -0.03
COc1ccc(NC(=O)c2cc(Br)ccc2Cl)c([N+](=O)[O-])c1
→ 17.6 | x | x
Cn1c(=O)c2c(nc(CN3CCN(Cc4ccccc4)CC3)n2Cc2ccccc2)n(C)c1=O
→ u | 1.06 | 0.35
O=C(N/N=C/c1ccc(OCc2cnc(Cl)s2)cc1)c1ccncc1
→ 41.2 | x | x
NC(=NCCc1ccccc1)NS(=O)(=O)c1cccs1
→ 20.0 | x | x
Cn1c(=O)c(C(=O)NCCO)c(O)c2ccccc21
→ -11.1 | -1.75 | -1.5
Cc1ccc(C(C(=O)NCc2ccco2)N(C(=O)Cc2cccs2)c2cccnc2)cc1 (configuration not stated)
→ -110.3 | x | x
CCOc1ccc(-c2ccc(SCC)nn2)cc1
→ 64.3 | x | x
N=c1c2c3c(sc2ncn1CCN1CCOCC1)CCCC3
→ 50.0 | 0.62 | 0.13
COc1ccc(CCNC(=O)Cn2cccc2C(=O)c2ccccc2C)cc1OC
→ -72.2 | -1.16 | -0.67
CCOC(=O)c1cc(OC(=O)c2ccccc2OC)n(-c2ccccc2)n1
→ 10.0 | -0.07 | -0.27
Cc1cccc(C(=O)NNC(=O)c2ccc(F)cc2)c1
→ 41.7 | 1.95 | 2.09

By substructure: those above containing an aryl thioether with sulfur outside any ring (4)
Below each SMILES: INS promoter inh | SDO1 yeast rescue | SDO1 yeast rescue Rescue 24 h
Nc1ccccc1SCC(=O)N1CCc2ccccc21
→ x | -0.84 | -0.71
Fc1ccc(CSc2ccc3nnc(-c4cccs4)n3n2)cc1
→ x | 0.69 | 0.6
Cc1ccc(Sc2ccc(NC(=O)CCl)cc2)c(C)c1
→ 54.3 | -1.72 | -1.39
CCOc1ccc(-c2ccc(SCC)nn2)cc1
→ 64.3 | x | x

Continued:
Below each SMILES: INS promoter inh | SDO1 yeast rescue | SDO1 yeast rescue Rescue 24 h
COc1ccc(S(=O)(=O)N2CCCCC2)cc1
→ 34.9 | 0.92 | 0.49
Cc1ccc(C)[n+](CC(=O)c2ccc(-c3ccccc3)cc2)c1
→ 33.3 | x | x
CCN(CC)c1ccc(N=Nc2nn(C)c(C)c2[N+](=O)[O-])cc1
→ -27.6 | 0.16 | 1.21
CCc1ccc(C(=O)CSC2=C(C#N)C(c3ccco3)C(C(C)=O)=C(C)N2)cc1 (configuration not stated)
→ x | -0.09 | 0.78
CCn1c(O)c(C=NCc2cccs2)c(=O)n(CC)c1=S
→ 3.6 | -1.56 | -1.33
COc1ccc(C(=O)Nc2sc(C)c(-c3ccccc3)c2C#N)cc1OC
→ 26.1 | -0.48 | -0.04
CCC(=O)N(C)C(c1ccccc1Cl)c1nnnn1-c1c(C)cccc1C (configuration not stated)
→ 14.3 | -0.39 | -0.04
COc1ccc(CC(=O)NNC(=O)CSc2nnc(C)n2-c2ccccc2)cc1
→ 23.3 | 0.45 | -0.43
Cc1ccc2c(Cl)c(C(=O)NCc3cccnc3)sc2c1
→ -20.0 | 0.37 | 1
Cc1ccc(-c2noc(CCC(=O)Nc3ccccc3N3CCN(C)CC3)n2)cc1
→ -20.9 | 0.57 | 0.3
CC(=O)Nc1cc(-c2nn3c(C)nnc3s2)ccc1C
→ x | 1.01 | 0.05
O=C(CN(CCc1ccccc1)S(=O)(=O)c1ccc(Cl)cc1)N/N=C/c1ccc2c(c1)OCO2
→ -2.7 | -1.35 | -0.59
CCOC(=O)C1=C(C)NC(=O)NC1c1ccc(Cl)cc1Cl (configuration not stated)
→ -90.9 | -0.81 | -0.78
CCOc1ccccc1C1C(C#N)=C(N)Oc2cc(C)n(C)c(=O)c21 (configuration not stated)
→ -4.2 | 1.43 | 0.48
Cc1csc(NC(=O)CSc2nnc(-c3ccoc3C)o2)n1
→ x | -0.26 | -0.1
COC(=O)c1cccc(NC(=O)C2COc3ccccc3O2)c1 (configuration not stated)
→ 17.2 | -0.77 | -0.55
C#CCOCCOCCOCCNc1nc(N2CCOCC2)nc(N2CCN(C(=O)[C@H]([C@@H](C)CC)n3cc(CCCN=C(N)N)nn3)CC2)n1
→ 0.0 | -1.4 | -1.36
COc1ccc(-n2c(Cc3cccn3C)nnc2SCC(=O)Nc2cccc(NC(C)=O)c2)cc1
→ x | 1.12 | 0.54
CCCCCC(=O)NC(=S)Nc1ccc(Br)cc1C
→ 17.5 | -0.46 | 0.4
Cc1ccc(S(=O)(=O)Cn2nnnc2C(C(C)C)N2CCSCC2)cc1 (configuration not stated)
→ -57.1 | 1 | 1.34
N#C/C(=C\c1cn(CCOc2ccccc2F)c2ccccc12)C(=O)NCc1cccs1
→ -18.4 | 0.33 | 0.75
Cc1cc(Br)ccc1OCC(=O)N(Cc1nc(-c2ccccc2)no1)C(C)C
→ -100.0 | -1.05 | -1.27
CCN1C(=O)/C(=C\c2ccco2)C(C(=O)OC)=C1C
→ 13.9 | 1.76 | 2.48
CC(CNC(=O)C(C)(C)C)NC(=O)C(C)(C)C (configuration not stated)
→ -10.3 | 1.03 | 1.18
Cc1ccc(OCc2nnc(SCC(=O)N3CCc4ccccc43)n2C)cc1
→ 46.7 | x | x
COc1ccc2oc(=O)c(/C(C)=N/Nc3nc(-c4cc(C)ccc4C)cs3)cc2c1
→ -56.2 | -1.18 | -0.62
Cc1ccc(OC(=O)c2oc3ccc(F)cc3c2C)c(C)c1
→ x | 0 | -0.32
CCC1CCCCN1CC(=O)Nc1cc(C)nn1-c1nc(C)cc(C)n1 (configuration not stated)
→ x | -1.43 | -0.12
CSCCC(NC(=O)COc1ccccc1)C(=O)Nc1ccc(C)cc1 (configuration not stated)
→ 46.9 | 0.38 | 0.67
CCCSC(=S)NC1CCS(=O)(=O)C1 (configuration not stated)
→ x | 0.38 | -0.47
CCC(=O)NC(=S)Nc1cc(C(=O)O)ccc1OC
→ 21.4 | x | x
C/C(=C\c1ccccc1)C(=O)Nc1cc(C)on1
→ 22.6 | 0.9 | 1.13
O=C(NCc1cccnc1)c1ccc(S(=O)(=O)N2CCOCC2)cc1
→ x | 0.74 | -0.24
COc1ccc(CC(=O)O/N=C(\N)Cc2ccc(OC)cc2)cc1
→ x | -2.22 | -1.68
Nc1ccc(C(=O)OCc2csc(-c3ccccc3)n2)cc1[N+](=O)[O-]
→ -3.3 | 1.79 | 4.14
COc1ccc(C(c2nnnn2Cc2cccs2)N2CCC(C(N)=O)CC2)c(OC)c1 (configuration not stated)
→ x | -0.65 | -0.43
Cc1ccc(SCC(=O)NC(=O)c2ccc(S(=O)(=O)N(C)C)cc2)cc1C
→ 3.3 | -1.43 | -1.82
Cc1ccc(C2CC(c3cccc(Br)c3)Nc3nnnn32)cc1 (configuration not stated)
→ -18.8 | -1.49 | -0.9
O=C(Nc1ccc2cn[nH]c2c1)c1c(Cl)cccc1Cl
→ x | -0.19 | -0.29
COc1cc(OC)cc(C(=O)N2CCN(Cc3cccc(F)c3)CC2)c1
→ 33.3 | 0.29 | 0.73
COc1ccc(C(=O)NCC(=O)N/N=C/c2ccc([N+](=O)[O-])s2)cc1OC
→ -20.0 | x | x
COc1ccc(NC(=O)C2CCCN(C(=O)NC3CCCCC3)C2)cc1OC (configuration not stated)
→ x | -0.44 | -1.02
COc1ccc(C(=O)/C=C(\C)Nc2ccc3c(c2)OCO3)cc1
→ -146.7 | -0.2 | -0.01
COC(=O)c1ccc(C(=O)OC)c(NC(=O)COC(=O)CC2CC3CCC2C3)c1 (configuration not stated)
→ 13.5 | 0.02 | 0.7
COc1ccc(S(=O)(=O)N2CCCC(C(=O)O)C2)cc1Cl (configuration not stated)
→ 0.0 | 0.55 | -0.23
CCCC(C)C(=O)NCc1ccncc1 (configuration not stated)
→ -6.7 | x | x
COc1cc(CC(=O)OCC(=O)Nc2sccc2C(N)=O)cc(OC)c1OC
→ 90.9* | x | x
COc1ccc(OC)c(NC(=O)C2C3C=CC(C3)C2C(=O)NCc2ccccn2)c1 (configuration not stated)
→ x | -0.29 | -0.63
Cc1nn(-c2cc(N3CCCCC3)ccc2[N+](=O)[O-])c(=O)c2ccccc12
→ -71.4 | -1.5 | -1.18
COc1ccc(C(=O)Nc2cccc(C)c2)cc1
→ x | -1.12 | -0.58
CCOc1cc(-c2nc(-c3ccc(C)nc3OC)no2)cc(OCC)c1OCC
→ -18.6 | -0.26 | 0.33
CC(=O)Oc1ccc(C(=O)Nc2nnc(C)s2)cc1
→ 20.8 | 0.79 | 0.7
Cc1oc(C(=O)O)cc1COc1ccc2c3c(c(=O)oc2c1C)CCC3
→ -133.3 | 0.4 | -0.64
CC(=O)c1cc(C(=O)c2ccccc2)sc1Nc1ccccc1
→ 46.7 | -1.63 | -0.91
CCc1ccc(CC)c(S(=O)(=O)Nc2ccc(C(=O)O)c(O)c2)c1
→ -31.2 | 1.47 | 0.25
Cc1nc2ccccc2nc1OCC(=O)NCc1ccc2c(c1)OCO2
→ x | 1.5 | 1.86
CCC(CC)C(=O)Nc1cccc(/C(C)=N/NC(=O)c2c(Br)cnn2C)c1
→ x | 0.53 | -0.75
CCOC(=O)NNC(=O)C1CCC(C)CC1 (configuration not stated)
→ 64.3 | x | x
O=C(/C=C\Nc1ccc2c(c1)OCO2)c1cccs1
→ -22.2 | x | x
COc1ccc(C(=O)NCC(=O)NCC2COc3ccccc3O2)cc1 (configuration not stated)
→ 13.3 | -0.76 | -0.17

Overlap with the part before: 2 compounds, followed by the next part.
Below each SMILES: INS promoter inh | SDO1 yeast rescue | SDO1 yeast rescue Rescue 24 h
O=C(/C=C\Nc1ccc2c(c1)OCO2)c1cccs1
→ -22.2 | x | x
COc1ccc(C(=O)NCC(=O)NCC2COc3ccccc3O2)cc1 (configuration not stated)
→ 13.3 | -0.76 | -0.17
Cc1ccc(C)c2[nH]c(=O)c(CN(Cc3ccco3)C(=S)NCC3CCCO3)cc12 (configuration not stated)
→ -46.7 | x | x
CCc1[nH]nc2c1C(c1ccsc1)C(C#N)=C(N)O2 (configuration not stated)
→ 61.9 | 1.25 | 0.51
Cc1ccccc1N1CC(O)(c2ccccc2)[N+]2=C1SCC2 (configuration not stated)
→ x | 0.77 | 0.58
O=C(CSc1nnc(COc2ccc(Cl)cc2)n1Cc1ccco1)c1ccccc1F
→ -35.7 | -0.86 | -0.32
COc1ccc(C(=O)NN(C)c2nc(-c3ccccc3)nnc2C(F)(F)F)cc1
→ x | -0.05 | 1.51
CCn1nnc(NC(=O)COc2cc(C)ccc2C(C)C)n1
→ -36.1 | -0.66 | -0.97
Cc1ccc(C(=O)NC(=S)Nc2cccc3c(C)cc(C)nc23)cc1
→ 20.0 | -2.4 | -1.41
CCOC(=O)c1c(-c2ccccc2)nc2ccc(C)cn12
→ 18.0 | -1.33 | -0.83
COc1ccc(/C=C(\C#N)C(=O)NCC2CCCO2)cc1OC (configuration not stated)
→ x | -0.09 | -0.51
COc1ccc(C(=O)N[C@H](C(=O)N2CCN(c3ccccc3F)CC2)C(C)C)cc1
→ 27.8 | x | x
CC(C)c1ccc2oc(-c3cc(N)ccc3O)nc2c1
→ x | -2.59 | -1.53
CC(=O)N/N=c1\sc2ccccc2n1C
→ -20.0 | x | x
C=CCn1c(CCC(=O)O)ccc1-c1ccccc1
→ -45.2 | 0.48 | 0.84
